KCC2 mod – modulates chloride dependent transport by human KCC2; KCC2 cells, thallium flux FluoZin-2 fluorescence; AID 1456; B-score of Tl+ flux slope (higher = more flux/activation; lower = inhibition) at 10 µM; hit rate 2.2% among 190,000; Q9H2X9;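 active = thallium flux slope and its plate-corrected score both differing from the plate sample mean at a set confidence after two filtering rounds, in either direction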;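 also: slope of fluorescence scaled to starting intensity during 10 to 20 s after thallium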
TRPN1 ag – activates the zebrafish TRPN1 channel; HEK293 zebrafish TRPN1-YFP, Fluo-8 calcium fluorescence; 100% = response to 87 µM carbachol; hit rate 0.18% among 220,000; activation, % at 3 µM;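 active = activation above its plate's cutoff, the mean activation of test wells on that plate plus 3 SD, cut at about 19% in these data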;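 also: 0% = DMSO alone and 100% = 87 µM carbachol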
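Control set: carbachol 87 µM as high control, DMSO as low control; system: HEK293 stable line with zebrafish TRPN1-YFP; read-out: % activation versus carbachol response; detection: intracellular calcium fluorescence with Fluo-8; doses: single test compound dose, 3 µM nominal, 0.3% DMSO; schedule: dye 1 h 37 °C plus 30 min RT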
m-calpain inh – inhibitors of pig calpain II; AID 1236; hit rate 0.37% among 220,000; inhibition, % at 16 µM; purified calpain II, fluorogenic peptide substrate, 30 min;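 active = inhibition above about 50%, limit read from the data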
PPC-1+TRAIL kill – PPC-1 cancer cell killing with TRAIL present; PPC-1 cells + TRAIL, ATPLite viability luminescence; cell killing (% activity), % at 4 µM; hit rate 0.41% among 220,000; AID 1443;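 active = cell killing above 50% in the first pass at 4 µM, then a duplicate retest at 5 µM averaging 50% or more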;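 also: plate controls were cells with TRAIL plus DMSO for no effect and medium-only wells lacking cells for full effect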
Furin inhibitor – blocks human furin protease activity. AID 463115. purified furin, fluorogenic substrate cleavage. inhibition, % at 30 µM. hit rate 0.061% among 220,000; in the data active = inhibition above about 25%; also: inactives centre near -15
Tb hexokinase – T. brucei hexokinase 1 inhibition. recombinant TbHK1, G6PDH-coupled NADH A340. inhibition, % at 10 µM. hit rate 0.11% among 220,000. AID 1430;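 active = inhibition of 50% or more in the single-dose primary screen; inactive = inhibition below 50%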
TRPML3 ag – agonists of human TRPML3 channel; AID 1448; HEK293 TRPML3-YFP, Fluo-8 calcium fluorescence; 100% = the carbachol control signal; hit rate 0.29% among 220,000; activation, % at 3 µM;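 active = activation above its plate's cutoff, the mean activation of the plate's test wells plus 3 SD, cut at about 12% in these data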;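 also: 0% = DMSO only wells and 100% = carbachol wells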
Target sequence (Q8TDD5 whole entry, looked up): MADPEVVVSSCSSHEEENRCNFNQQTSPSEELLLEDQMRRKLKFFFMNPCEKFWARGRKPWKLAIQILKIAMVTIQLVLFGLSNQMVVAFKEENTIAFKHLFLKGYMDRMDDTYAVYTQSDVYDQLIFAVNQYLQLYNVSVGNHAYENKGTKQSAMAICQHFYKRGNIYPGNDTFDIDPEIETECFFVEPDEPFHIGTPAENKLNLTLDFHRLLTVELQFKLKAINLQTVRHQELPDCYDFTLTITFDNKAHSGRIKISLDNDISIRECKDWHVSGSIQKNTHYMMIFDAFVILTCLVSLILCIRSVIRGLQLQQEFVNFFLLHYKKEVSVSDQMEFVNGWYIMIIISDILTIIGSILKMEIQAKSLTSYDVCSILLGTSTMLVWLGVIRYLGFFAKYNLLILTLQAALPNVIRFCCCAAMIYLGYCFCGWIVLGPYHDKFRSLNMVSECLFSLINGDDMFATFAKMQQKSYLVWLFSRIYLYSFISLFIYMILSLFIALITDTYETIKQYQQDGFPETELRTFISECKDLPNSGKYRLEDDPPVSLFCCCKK
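system = HEK293 cells stably carrying human TRPML3-YFP | doses = one concentration, 3 µM nominal, 0.3% DMSO | timing = dye loading 1 h 37 °C then 30 min ambient, 125 s read | detection = Fluo-8 calcium dye fluorescence, ex 470-495, em 515-575 nm | benchmarks = high control carbachol 87 µM, low control DMSO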
thrombin 1536 – thrombin (human) inhibition; hit rate 0.26% among 220,000; inhibition, % at 5 µM; AID 1046; alpha-thrombin, Boc-VPR-AMC fluorogenic substrate cleavage; P00734;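 active = inhibition at or above 40%; inactive = inhibition below 40%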;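 also: 0% = enzyme with no compound and 100% = wells without enzyme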
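Material: human alpha-thrombin enzyme / Medium: pH 7.5 Tris (50 mM) with NaCl 150 mM, Tween 20 0.05% / Compound: single-point dosing at 5 µM, 0.2% DMSO / Incubation: enzyme reaction carried out at room temperature / Detection: AMC fluorescence, 355/460 nm / Read-out basis: percent inhibition scaled between no-compound controls and no-enzyme blanks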
EBV gp42 inh – inhibitors of Epstein-Barr virus glycoprotein 42; Q1HVG2; Fluorescence polarization binding assay, mP read-out; inhibition, % (tested at 21.74 µM); hit rate 0.42% among 220,000; in the data active = inhibition above about 50%
Target sequence (Q1HVG2 whole entry, looked up): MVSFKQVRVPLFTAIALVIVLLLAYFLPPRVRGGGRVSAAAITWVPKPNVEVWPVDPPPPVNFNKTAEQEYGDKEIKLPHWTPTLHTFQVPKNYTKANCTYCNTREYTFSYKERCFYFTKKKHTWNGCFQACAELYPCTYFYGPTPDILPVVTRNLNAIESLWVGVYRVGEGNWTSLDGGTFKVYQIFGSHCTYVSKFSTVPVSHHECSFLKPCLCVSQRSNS
* = called active by the depositor; / = not tested or not shown; [ ] = dose if it differs, or a comment.

Sample of the layout, ten compounds:
SMILES	KCC2 mod	TRPN1 ag	m-calpain inh	PPC-1+TRAIL kill	Furin inhibitor	Tb hexokinase	TRPML3 ag	thrombin 1536	EBV gp42 inh
Cc1nnc(NC(=O)CSc2nc(C(C)C)nc3sc(C)c(C)c23)s1	/	0.8	-11.5	3.4	-14.2	-0.7	1.0	-1.2	-5.8
Cc1ccc(-c2nn(-c3cccc(F)c3)cc2CNCc2cccnc2)o1	/	-0.6	-46.0	6.6	-32.9	-7.1	0.2	1.4	-13.9
Cc1oc(-c2ccccc2Cl)nc1CN1CCCC1c1ccc(F)cc1 (centres undefined)	-0.00361	-2.6	-19.6	16.2	-23.2	1.9	0.6	-3.0	-14.2
N/C(=N\OC(=O)Cc1cccc2ccccc12)c1ccccn1	/	0.4	-12.3	18.8	-24.3[20 µM]	0.3	0.3	-2.0	-6.2
Nc1nnc(SCC(=O)Nc2ccc(Cl)c(C(=O)O)c2)s1	0.714	0.5	-16.6	0.1	-31.6	-4.0	1.1	-14.9	-9.0
Cc1cccc(-n2c(SCc3ccc([N+](=O)[O-])cc3)nnc2-c2c[nH]c3ccccc23)c1	0.0339	-0.3	-35.0	39.8	-26.0	-1.5	0.8	7.4	9.2
Cn1c(CN2CCCCC2)nc2cc(NC(=O)c3cccs3)ccc21	1.2	1.5	-43.4	14.8	-16.9[20 µM]	-5.6	1.3	-7.5	3.3
C#CCOC(=O)CCCNc1ccc([N+](=O)[O-])cc1[N+](=O)[O-]	-0.477	-0.3	-100.5	-4.6	-9.9[20 µM]	-19.4	-0.6	-1.3	12.3
CN(Cc1ccccc1)C(=O)c1ccccc1NC(=O)c1ccccc1	/	-2.4	4.1	11.2	-11.1[20 µM]	-0.8	-0.3	-1.4	-18.8
COc1ccc(/C=N/NC(=O)c2ccncc2)cc1CN1CCN(c2ccc(F)cc2)CC1	-0.557	-0.1	-8.9	-1.6	-0.6	-19.5	0.8	-8.0	0.8

Results, from the first entry:
SMILES	KCC2 mod	TRPN1 ag	m-calpain inh	PPC-1+TRAIL kill	Furin inhibitor	Tb hexokinase	TRPML3 ag	thrombin 1536	EBV gp42 inh
Cc1nnc(NC(=O)CSc2nc(C(C)C)nc3sc(C)c(C)c23)s1	/	0.8	-11.5	3.4	-14.2	-0.7	1.0	-1.2	-5.8
Cc1ccc(-c2nn(-c3cccc(F)c3)cc2CNCc2cccnc2)o1	/	-0.6	-46.0	6.6	-32.9	-7.1	0.2	1.4	-13.9
Cc1oc(-c2ccccc2Cl)nc1CN1CCCC1c1ccc(F)cc1 (centres undefined)	-0.00361	-2.6	-19.6	16.2	-23.2	1.9	0.6	-3.0	-14.2
N/C(=N\OC(=O)Cc1cccc2ccccc12)c1ccccn1	/	0.4	-12.3	18.8	-24.3[20 µM]	0.3	0.3	-2.0	-6.2
Nc1nnc(SCC(=O)Nc2ccc(Cl)c(C(=O)O)c2)s1	0.714	0.5	-16.6	0.1	-31.6	-4.0	1.1	-14.9	-9.0
Cc1cccc(-n2c(SCc3ccc([N+](=O)[O-])cc3)nnc2-c2c[nH]c3ccccc23)c1	0.0339	-0.3	-35.0	39.8	-26.0	-1.5	0.8	7.4	9.2
Cn1c(CN2CCCCC2)nc2cc(NC(=O)c3cccs3)ccc21	1.2	1.5	-43.4	14.8	-16.9[20 µM]	-5.6	1.3	-7.5	3.3
C#CCOC(=O)CCCNc1ccc([N+](=O)[O-])cc1[N+](=O)[O-]	-0.477	-0.3	-100.5	-4.6	-9.9[20 µM]	-19.4	-0.6	-1.3	12.3
CN(Cc1ccccc1)C(=O)c1ccccc1NC(=O)c1ccccc1	/	-2.4	4.1	11.2	-11.1[20 µM]	-0.8	-0.3	-1.4	-18.8
COc1ccc(/C=N/NC(=O)c2ccncc2)cc1CN1CCN(c2ccc(F)cc2)CC1	-0.557	-0.1	-8.9	-1.6	-0.6	-19.5	0.8	-8.0	0.8
O=c1c2cc(Br)ccc2nc2n1CCCCC2	0.262	2.1	18.2	7.8	-10.9[20 µM]	-3.2	-0.6	0.5	3.8
C=CCn1c(C)c(C(C)=O)c(N2CCN(c3ccccc3)CC2)nc1=S	-0.685	5.0	12.9	15.7	-16.0[20 µM]	-4.3	0.9	-4.9	-17.1
O=C(COc1ccc(S(=O)(=O)N2CCCC2)cc1Cl)NCc1ccc2c(c1)OCO2	-0.0128	1.6	-7.3	19.5	-26.8[20 µM]	-5.6	-0.2	0.5	-12.2
CN(C(=O)Nc1ccccc1)C1CCCCC1	-0.33	0.6	25.9	23.6	-5.5	-3.9	0.6	-1.4	-2.0
Cc1cccc(C(=O)OCc2cncs2)c1	0.514	-0.2	33.3	26.7	-25.7	7.5	-0.5	3.3	2.3
S=c1[nH]cc(-c2ccccc2)n1-c1ccccc1Cl	4.82	-1.6	5.0	-0.7	-15.7	39.1	-0.3	-1.4	-4.9
CC(=O)Nc1cc(NC(C)=O)c(CC(C)C)s1	0.0849	1.2	-5.1	17.4	-14.2	-0.1	0.3	-0.4	-11.8
O=[N+]([O-])c1ccc(N2CCN(c3ccc(Cl)nn3)CC2)cc1NC1CC1	-0.583	0.4	/	/	-5.6[20 µM]	1.9	0.2	/	/
COc1ccc(CCNC(=O)CSc2nc(O)c(CCC(C)C)c(=O)[nH]2)cc1OC	-0.437	-0.1	3.3	-6.3	13.9[20 µM]	-2.6	0.2	-1.7	-8.9
CN1C(=O)CC(N2CCC(c3nc4ccccc4s3)CC2)C1=O (centres undefined)	-0.206	0.3	13.1	16.4	-12.8[20 µM]	-5.7	0.3	-6.4	-1.7
C=CCc1ccc(OCCOCCNCCOC)c(OC)c1	0.523	0.3	-11.3	-18.0	-16.9	10.7	0.8	-2.1	-20.4
CCCCCOc1ccc(CN2CCOCC2)cc1Cl	1.11	0.2	23.4	14.1	-11.8	-10.1	0.1	20.7	1.1
N/C(=N\OC(=O)c1ccc2c(c1)OCO2)c1cccnc1	0.868	1.5	-26.4	74.2*[5 µM]	-24.7	-9.1	0.9	-9.7	-15.2
CN(Cc1ccccc1)c1nc(-c2ccc([N+](=O)[O-])cc2)nc2ccccc12	0.22	1.4	-20.5	15.4	-5.0[20 µM]	-11.2	0.1	-6.6	9.5
CC1CN(CC(=O)c2c(N)n(Cc3ccccc3)c(=O)n(C)c2=O)CC(C)O1 (centres undefined)	-0.833	0.4	-14.3	12.2	-20.1[20 µM]	-6.0	0.7	7.3	-23.8
CN1/C(=C\C=N\NC(=O)c2ccc(O)cc2)C(C)(C)c2ccccc21	-1.95	0.5	-17.4	27.0	3.6	-2.3	0.1	-5.1	-6.9
O=C(CCc1nnc(-c2ccsc2)o1)N1CCCCC1CCn1ccnc1 (centres undefined)	0.0579	0.4	-8.9	2.7	-7.6	-7.8	-0.1	-9.5	0.3
CCOC(=O)c1c(-c2ccsc2)csc1N	0.485	0.0	-31.8	0.9	-30.0	0.3	-0.9	-1.9	-9.2
O=C(NCCCn1ccnc1)c1cc2ccccc2o1	0.0166	1.6	25.5	-3.6	-28.3	-5.6	-0.2	-1.4	-11.6
O=C(O)C1C2C=CC3(CN(Cc4ccncc4)C(=O)C13)O2 (centres undefined)	0.0701	0.7	-7.3	20.1	-14.2	2.4	0.0	-6.3	7.3
O=C(CNCc1ccc(Cl)cc1)NCc1ccco1	0.0523	-0.7	-42.6	-5.9	-9.2	6.1	0.0	-0.3	-22.3
CCOC(=S)SCC(=O)Nc1nc(C)c(C)s1	0.306	0.4	-24.2	14.1	-23.4	-6.3	-0.1	3.0	-0.4
CCN1C(=O)/C(=C/N2CC(C)CC(C)C2)SC1=S (centres undefined)	-0.447	2.1	-1.4	-20.7	-29.5	3.9	0.4	-1.3	-22.9
O=C(Nc1ccccc1N1CCCCC1)c1ccc(-c2ccc(Cl)cc2)o1	0.26	-0.6	-52.1	9.8	-16.8	-18.6	0.3	-4.5	-5.2
CC(NC(=O)c1ccccc1NC(=O)c1ccco1)C(=O)O (centres undefined)	/	-0.9	13.8	26.5	11.4[20 µM]	-3.0	0.3	15.6	-14.2
COc1cc(NC(=O)Nc2cccc(Cl)c2)c(C(=O)O)cc1OC	4.2	2.1	7.8	0.3	-31.0	-11.6	0.9	0.4	-6.0
COc1ccccc1OCc1ccc(C(=O)NCC(C)C)o1	-2.04	-1.3	-17.8	-5.5	-21.0	-3.2	0.3	2.0	-9.3
Cc1ccc(-c2nc3ncccc3o2)cc1NC(=O)CC(C)C	-0.485	1.6	-86.9	25.1	-21.5	-2.6	0.7	0.5	-20.6
CC(C)n1cc(NC(=O)c2cc(-c3ccccc3)on2)cn1	33.1*	0.4	-35.8	-21.2	-7.5[20 µM]	-2.5	0.7	-2.0	-10.4
Cc1nc(Nc2ccccc2Cl)sc1C(=O)Nc1ccccc1	-0.166	-1.4	11.9	-9.3	-11.0	-8.7	-0.5	-14.1	1.9
CN1CCN(C(=O)c2ccc(-n3cccc3)cc2)CC1	-0.622	0.6	3.0	11.5	-7.5[20 µM]	1.8	0.2	-0.8	-11.6
Cc1cc(OCCCCOc2ccc(C#N)cc2)ccc1[N+](=O)[O-]	2.16	2.5	13.0	19.7	-16.3	-5.3	0.1	-1.4	-3.0
Cc1ccc(S(=O)(=O)N2CCC(C(=O)NCc3cccnc3)CC2)cc1	-0.00141	1.6	14.9	7.7	-8.8[20 µM]	-4.9	0.4	1.4	-6.7
Cc1ccc(NC(=O)CNC(c2ccccc2)c2ccccc2)c(F)c1	0.296	-1.6	15.0	28.4	-10.7	21.8	0.4	-2.9	-1.6
C=CCNC(=O)c1c(CSc2ccccc2)noc1C(=O)NCc1ccccc1	-1.13	/	42.5	8.6	-13.9	0.2	/	-1.4	-4.1
CCOC(=O)C(=O)N/N=C(/c1ccccc1)c1ccc(OC)cc1	-0.724	-2.2	-4.8	-10.4	-16.2	-22.7	-0.3	-1.5	2.0
COc1ccc(C2/C=C\CN(S(=O)(=O)c3ccc(C)cc3)[C@H](Cc3ccccc3)C(=O)N2Cc2ccc(F)cc2)cc1 (some centres undefined)	0.259	/	14.7	10.4	-4.4	-22.0	/	-4.1	-15.1
CCOC(=O)/C(C#N)=C/c1c(Oc2cc(C)cc(C)c2)nc2ccccn2c1=O	0.352	1.6	29.7	20.5	-13.1	-0.8	0.4	-2.2	-5.9
O=C(Nc1ccc(F)cc1)C1C2CCC3C(CCC21)C3(Cl)Cl (centres undefined)	0.694	2.7	-30.7	7.2	-19.5	-7.4	2.4	-3.8	-24.9
CCC(C)NC(=O)CSc1nc2c(sc3ccccc32)c(=O)n1CCCN1CCOCC1 (centres undefined)	0.424	1.7	-17.1	9.6	-6.5[20 µM]	-27.2	0.0	0.6	-17.4
COc1ccc(C(=O)Nc2ccc(Oc3ncnc4sc(-c5ccccc5)cc34)cc2)cc1OC	0.0196	-0.8	-63.9	8.4	-24.1	-2.9	1.1	-5.6	-9.9
COc1cccc(-n2c([S-])c(C(=O)Nc3ccc(C(F)(F)F)cc3)[n+]3ccccc23)c1	-1.37	0.5	-36.0	32.6	-28.3	-4.1	0.7	-2.5	4.3

Compounds as they come. About 3.6% of those tested had a hit in this group.
